Source: PubChem BioAssay
Efflux pump inh – inhibitors of Candida antifungal efflux pumps expressed in yeast. S. cerevisiae Candida pump triplex, Nile Red efflux. inhibition, % at 10 µM. AID 485275. 330,000 tested, 0.44% active;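 active = plate passing quality check with inhibition over a set limit, or well fluorescence over plate mean plus 4 SD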;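 note: Nile Red retained in pooled yeast measured as flow cytometry median fluorescence; 0% = buffer negative control and 100% = Enniatin B positive control; higher means more Nile Red kept so more efflux inhibition; some compounds called inactive have numbers as strong as hits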
Fh CTSL1 inh – counter-screen for PFM18AAP inhibitors: inhibitors of F. hepatica cathepsin L1; recombinant F. hepatica cathepsin L1, Z-Leu-Arg-MCA fluorescence; inhibition, % at 5.96 µM; 300,000 tested, 0.49% active; AID 1906;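 active = inhibition above the mean of all tested compounds plus 3 SD, set per screening campaign, cut at about 17% in these data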;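 note: 0% = plate median of test compound wells and 100% = 1 µM Z-Phe-Ala-diazomethylketone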
TPT1 inh – inhibitors of Candida albicans tRNA 2'-phosphotransferase TPT1; recombinant caTPT1, FP RNA substrate dephosphorylation; inhibition, % at 5 µM; 300,000 tested, 0.81% active;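 active = inhibition above the mean of all tested compounds plus 3 SD, set per screening campaign, cut at about 24% in these data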;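 note: plate controls were DMSO alone for no effect and ferristatin control at 100 nM for full effect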
ZTA DNA inh – ZTA (EBV) inhibition in EBNA-1 counter-screen; ZTA-DNA binding, fluorescence polarization; P03206; 320,000 tested, 0.15% active; AID 2234; inhibition, % at 11 µM; in the data active = inhibition above about 33%
Target sequence (P03206 whole entry, looked up): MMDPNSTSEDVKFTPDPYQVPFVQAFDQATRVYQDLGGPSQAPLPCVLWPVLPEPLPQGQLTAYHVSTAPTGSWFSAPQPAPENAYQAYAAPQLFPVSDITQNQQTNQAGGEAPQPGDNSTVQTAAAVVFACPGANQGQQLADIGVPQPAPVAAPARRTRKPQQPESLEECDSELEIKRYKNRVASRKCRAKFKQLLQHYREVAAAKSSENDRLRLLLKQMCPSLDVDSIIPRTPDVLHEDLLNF
PP1 counter – blocks human PP1-alpha phosphatase, a PP5 counter-screen; P62136; purified PP1alpha, OMFP fluorescence; inhibition, % at 6.7 µM; 320,000 tested, 0.9% active;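 active = inhibition above the mean inhibition of all tested compounds plus 3 SD, computed separately for each screening campaign, cut at about 15% in these data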
PP5 inh – inhibitors of human protein phosphatase 5 (PP5) | P53041 | 320,000 tested, 0.18% active | AID 1987 | purified PP5c, OMFP substrate fluorescence | inhibition, % at 6.7 µM;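 active = inhibition above the campaign's mean inhibition across all tested compounds plus 3 SD, cut at about 9.5% in these data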;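 note: 0% = DMSO only and 100% = 100 µM cantharidin control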
EBNA-1 inh – blocks EBNA-1 binding to DNA. inhibition, % at 14.8 µM. 300,000 tested, 0.34% active. EBNA-1 DNA binding, fluorescence polarization. AID 1950; in the data active = inhibition above about 28%
HCV core dimer – HCV core protein dimerization inhibition. TR-FRET GST/Flag-core106 dimerization, 1536-well. inhibition, % at 5 µM. 300,000 tested, 0.33% active;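 active = inhibition above the mean of all tested compounds plus 3 SD, set per screening campaign, cut at about 45% in these data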
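Material: Tagged HCV core106 pair (GST and Flag) | Amount: GST-core106 13.5 nM, Flag-core106 17 nM | Medium: KF-containing HEPES buffer, pH 7.45, DTT, CHAPS, BSA | Reagent: Eu donor and XL665 acceptor anti-tag antibodies | Schedule: 4 h at 22.5 °C | Technique: Time-resolved FRET, ex 340 nm, em 617 and 671 nm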
PREPL inhibitor – inhibits the human prolyl oligopeptidase-like enzyme. Q4J6C6. recombinant PREPL, fluorescence polarization activity-based probe. inhibition, % at 5.96 µM. 320,000 tested, 0.68% active. AID 2751; in the data active = inhibition above about 43%;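 note: 0% = enzyme with DMSO and 100% = wells lacking enzyme; many of its hits are not listed in these tables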
Target sequence (Q4J6C6 whole entry, looked up): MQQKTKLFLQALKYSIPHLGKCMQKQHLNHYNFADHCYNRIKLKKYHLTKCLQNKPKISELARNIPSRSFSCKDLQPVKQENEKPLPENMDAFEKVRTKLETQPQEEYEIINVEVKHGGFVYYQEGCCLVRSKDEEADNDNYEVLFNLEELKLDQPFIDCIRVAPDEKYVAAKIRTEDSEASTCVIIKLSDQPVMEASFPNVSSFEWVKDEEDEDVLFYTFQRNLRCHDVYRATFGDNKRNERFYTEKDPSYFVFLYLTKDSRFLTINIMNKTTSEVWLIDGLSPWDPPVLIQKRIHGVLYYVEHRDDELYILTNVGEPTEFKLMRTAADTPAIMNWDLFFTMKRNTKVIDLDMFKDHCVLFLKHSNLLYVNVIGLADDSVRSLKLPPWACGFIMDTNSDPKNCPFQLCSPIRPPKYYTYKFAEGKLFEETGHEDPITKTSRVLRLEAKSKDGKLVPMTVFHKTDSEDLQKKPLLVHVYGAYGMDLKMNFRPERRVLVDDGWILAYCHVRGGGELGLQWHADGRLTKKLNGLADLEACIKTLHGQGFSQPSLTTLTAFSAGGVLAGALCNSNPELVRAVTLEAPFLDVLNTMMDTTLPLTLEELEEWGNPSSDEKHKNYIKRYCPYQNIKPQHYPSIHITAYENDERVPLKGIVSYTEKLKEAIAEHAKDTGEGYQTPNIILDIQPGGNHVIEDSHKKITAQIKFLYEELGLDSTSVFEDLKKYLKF
The depositor's hits bear a star; . = not tested or not shown. Not all compounds are listed; count on the stated rates, not on these rows.

compound	Efflux pump inh	Fh CTSL1 inh	TPT1 inh	ZTA DNA inh	PP1 counter	PP5 inh	EBNA-1 inh	HCV core dimer	PREPL inhibitor
Cc1cc(NC(=O)COc2cccnc2[N+](=O)[O-])no1	0.0	-2.7	3.9	5.0	0.6	-0.4	2.7	-0.4	1.9
COC(=O)C1=C(C)NC=C([N+](=O)[O-])C1c1ccc(OC)cc1 (centres undefined)	0.1	-0.6	7.6	-0.7	1.9	1.4	-1.7	-2.6	4.5
Cc1ccc(C(=O)Nc2ccccc2C(=O)O)cc1S(=O)(=O)Nc1ccccc1	0.0	-8.6	-1.6	0.4	4.9	2.5	7.1	17.8	-5.2
O=C(c1ccc(Cl)c([N+](=O)[O-])c1)N1CCN(c2ccccn2)CC1	0.0	-6.8	-1.2	-18.7	3.5	0.9	-1.3	-9.2	23.3
O=C(Cn1nc(Cc2cccnc2)c2ccccc2c1=O)N1CCN(C(=O)c2ccco2)CC1	-0.1	0.3	0.6	21.1	-5.4	0.3	8.2	-5.9	1.0
CCc1ccc(NC(=O)Cn2nnc(C(=O)NCc3ccc4c(c3)OCO4)c2N)cc1	0.0	-2.9	0.3	-0.3	14.3	3.6	-9.3	8.0	-7.7
CC(C)N(Cc1nccn1C)C(=O)c1cc(COc2cccc(C(F)(F)F)c2)on1	0.1	-2.5	-4.3	-24.1	1.9	3.3	9.8	1.0	23.1
N/C(=N\OC(=O)c1ccc(Cl)c([N+](=O)[O-])c1)c1ccccn1	0.0	3.1	2.5	4.6	2.6	-0.6	-4.0	0.7	12.1
CC(/C=C/c1ccccc1)=N/NC(=O)Cn1nnc(N)n1	-0.1	2.0	3.6	4.3	-3.8	1.3	-4.8	-4.4	1.9
CCOc1ccccc1NC(=O)CCN(c1ccc(C)cc1)S(=O)(=O)c1ccccc1	0.6	5.1	-0.2	-13.2	-11.7	-1.6	-14.4	-0.4	-7.8
CN1c2ccc([N+](=O)[O-])cc2C(C)(C)C12C=Cc1cc(C(=O)O)ccc1O2 (centres undefined)	-0.1	-2.6	-1.1	-4.2	6.9	0.1	2.1	9.8	-4.8
CN(CC(=O)NC1CCCc2ccccc21)S(=O)(=O)c1cccs1 (centres undefined)	0.1	0.1	2.9	-7.5	-2.0	3.1	-1.7	-2.3	7.2
O=C(NCc1ccccc1F)c1cccc(S(=O)(=O)N2CCCCCC2)c1	0.1	.	.	-1.8	-1.0	1.6	.	.	6.8
Cc1cc(NC(=NC2CC2)c2ccccc2F)n(-c2ccccc2)n1	-0.2	-1.3	-3.6	-2.9	-7.5	-0.8	-3.0	-0.2	2.5
CCOC(=O)C1CCCN(C(=O)CC(c2ccccc2)c2ccccc2)C1 (centres undefined)	0.1	-0.3	-2.7	3.1	-1.4	1.4	2.2	3.6	10.2
O=c1[nH]c(CN2CCCCC2)nc2ccccc12	0.1	3.1	-0.5	-7.5	-5.4	-0.1	-4.3	-2.2	13.2
CCCCn1c(N)c(N(CC(C)C)C(=O)CN(C)S(=O)(=O)c2ccc(C)cc2)c(=O)[nH]c1=O	0.0	-2.8	0.4	4.4	-3.2	-0.8	11.4	1.9	2.2
NNC(=S)Nc1cccc(Cl)c1	0.1	-3.5	-0.4	-18.8	-6.0	-0.5	-0.6	3.5	-6.7
CCOc1ccccc1NC(=O)c1cccnc1	0.1	4.7	3.6	8.4	0.5	2.3	-2.0	-0.2	6.2
COc1ccc(C(=O)Nc2ccccc2N2CCOCC2)cc1S(=O)(=O)N1CCCC1	0.1	.	.	12.5	-2.0	0.7	.	.	5.4
CCC(C(=O)NC(C)(C)C)N(Cc1cccs1)C(=O)CNS(=O)(=O)c1ccccc1 (centres undefined)	0.4	2.7	-0.5	-17.3	5.3	-2.7	-1.5	-2.3	17.2
CCOCCCNC(=O)CN1C(=O)COc2ccc(S(=O)(=O)N3CCCC3)cc21	0.3	-1.9	0.3	-7.0	-7.2	-1.4	-12.8	-5.9	-1.3
CC(C)OCC(O)CCc1n[nH]c(=S)n1-c1ccccc1 (centres undefined)	0.1	-0.3	-0.9	14.7	-1.1	1.4	5.4	-1.5	-7.4
Cc1ccc(C)c(NC(=O)C2CCCC2)c1	0.1	-5.1	-4.3	-3.0	-3.2	-0.5	2.8	-4.3	-0.5
O=S(=O)(c1cccs1)N1CN(Cc2ccccc2)c2nc3ccccc3nc21	-0.2	4.6	0.4	-1.7	-0.4	0.7	3.7	6.6	4.0

Quoted at random: two entries already listed.
compound	Efflux pump inh	Fh CTSL1 inh	TPT1 inh	ZTA DNA inh	PP1 counter	PP5 inh	EBNA-1 inh	HCV core dimer	PREPL inhibitor
CCC(C(=O)NC(C)(C)C)N(Cc1cccs1)C(=O)CNS(=O)(=O)c1ccccc1 (centres undefined)	0.4	2.7	-0.5	-17.3	5.3	-2.7	-1.5	-2.3	17.2
CCOC(=O)C1CCCN(C(=O)CC(c2ccccc2)c2ccccc2)C1 (centres undefined)	0.1	-0.3	-2.7	3.1	-1.4	1.4	2.2	3.6	10.2

Additional compounds.
compound	Efflux pump inh	Fh CTSL1 inh	TPT1 inh	ZTA DNA inh	PP1 counter	PP5 inh	EBNA-1 inh	HCV core dimer	PREPL inhibitor
O=S1(=O)CCC(NC(=S)NCCNC(=S)NC2CCS(=O)(=O)C2)C1 (centres undefined)	0.0	-0.5	0.7	-2.5	-1.3	0.3	6.6	-6.8	10.8
O=C(NCc1ccccn1)C1CCCN(S(=O)(=O)c2ccc(Br)cc2)C1 (centres undefined)	0.0	-2.4	-2.3	1.2	-1.9	3.0	0.4	-1.6	2.9
O=C(NCCCn1ccnc1)c1cc([N+](=O)[O-])cc([N+](=O)[O-])c1	-0.4	-2.2	-2.1	-3.5	-1.1	1.8	-5.3	-2.4	9.0
Cc1sc(NC(=S)Nc2ccc(F)cc2)c(C(N)=O)c1C	0.4	-3.8	2.3	-5.5	0.6	1.5	-27.8	6.7	14.6
CC1CN(S(=O)(=O)c2cc(C(=O)NCCC3=CCCCC3)ccc2Cl)CC(C)O1 (centres undefined)	-0.2	3.6	0.5	3.4	-6.1	-0.5	-5.0	-11.2	7.7
O=C(COc1cccnc1[N+](=O)[O-])Nc1cc(S(=O)(=O)N2CCCCC2)ccc1Cl	0.1	-1.1	5.0	-9.0	0.7	4.0	-0.8	3.7	-3.7
C=CCOc1ccc(CN(C)C(=O)CNC(=O)c2ccc(-c3ccccc3)cc2)cc1	0.9	3.5	-1.6	2.6	0.0	2.9	-12.5	-3.9	6.9
O=C(Oc1ccc2ccccc2c1)c1ccco1	0.0	-35.0	-2.8	4.2	0.1	2.9	-1.8	1.8	10.3
Cc1cc(C)nc(NS(=O)(=O)c2ccc(NC(=O)c3ccc(S(=O)(=O)N(C)C)cc3)cc2)n1	-0.1	-0.7	-2.7	-4.6	2.6	-2.8	-14.5	-7.1	-11.3
COCCN(C(=O)COC(=O)c1ccccc1Cc1ccccc1)c1c(N)n(Cc2ccccc2)c(=O)[nH]c1=O	0.3	5.6	-2.6	-10.9	0.0	4.1	-9.8	2.1	7.2
C/C(=N\NC(=O)CC(C)C)c1c(C(F)(F)F)[nH]n(-c2nc3ccccc3s2)c1=O	-0.1	8.9	0.9	-2.6	4.4	2.3	0.5	-0.7	-3.1
Cc1ccc(NC(=O)CSc2ccccn2)cc1S(=O)(=O)N1CCOCC1	-0.3	-2.4	-6.2	-0.3	2.5	2.1	2.6	3.3	17.7
COc1ccc(-c2nnc(SCC(=O)N3c4ccccc4Sc4ccccc43)o2)cc1	0.1	-0.3	-4.6	-14.5	1.6	4.0	-2.4	13.4	-4.1
O=C(O)CCCNS(=O)(=O)c1ccccc1	0.0	5.3	-1.0	11.0	1.2	1.1	4.8	0.8	-1.8
Cc1onc(-c2ccccc2)c1C(=O)Oc1ccccc1	0.1	-3.5	-1.4	-0.4	-2.6	0.2	8.4	0.6	2.5
S=C(NCC1CCCO1)N1CCN(c2nc(-c3ccccc3)cs2)CC1 (centres undefined)	0.1	0.9	0.5	8.5	-0.5	5.9	-4.7	-2.9	8.9
CCOc1cccc(C(=O)Nc2cc(-c3nn4c(C)nnc4s3)ccc2C)c1	0.0	-5.4	-2.1	0.8	-2.7	1.0	-8.2	1.4	-4.6
CCOC(=O)c1cc(C(=O)Nc2ccccc2F)nn1C	0.1	1.1	-1.5	-3.5	-3.6	-2.1	4.6	3.1	-1.3
Cc1cc(-n2c(C)cc(C(=O)COC(=O)CN=C3NS(=O)(=O)c4ccccc43)c2C)no1	-0.1	-6.6	-2.4	7.5	2.1	-0.9	-8.0	0.7	-7.6
CCC(C)Sc1nc(O)c(Cc2ccccc2)c(=O)[nH]1 (centres undefined)	0.1	-1.7	-1.1	-15.0	0.3	0.8	-3.0	-13.3	2.7
CC(=O)c1cccc(NC(=O)NC2CCCCC2)c1	-0.1	-0.6	-3.0	-2.8	0.5	-1.5	-14.4	-0.8	8.2
Cc1ccc(S(=O)(=O)N2CCC(C(=O)NCC3CCCCC3)CC2)cc1	-0.2	-0.2	-1.4	-14.5	2.6	1.0	2.1	-0.3	-0.1
Cc1cnc(C(=O)OCC(=O)Nc2ccc(Cl)cc2Cl)cn1	0.2	-14.4	-5.6	3.5	7.3	3.3	-15.4	5.5	5.8
Cc1n[nH]c(C)c1CCC(=O)N/N=C/c1cccc([N+](=O)[O-])c1	-0.2	5.9	-0.8	-2.5	0.9	2.2	-2.8	-4.0	15.1
O=C1N=C(N2CCN(c3ccccc3)CC2)S/C1=C/c1cccs1	-0.1	5.4	-1.8	2.0	0.2	2.4	9.7	3.4	29.5
Cc1cccc(N2CCN(C(=O)c3cc(C)oc3C)CC2C)c1 (centres undefined)	0.1	-1.6	4.8	-5.4	-4.2	-0.1	-5.8	-4.8	-1.4
CCOC(=O)c1sc2ncn(/N=C/c3ccc(O)cc3)c(=O)c2c1C	-0.1	0.0	-3.3	1.4	-7.2	-0.2	-4.2	4.6	-7.2
Cc1nnc(SCC(=O)N(C)C2CCCCC2)s1	-0.1	0.2	-2.9	-6.0	0.6	-1.7	11.7	-6.2	1.0
CC(=O)Nc1cccc(NC(=O)CSc2nn3c(=O)c(C)nnc3s2)c1	0.1	-1.2	-0.6	-0.8	1.4	-0.9	9.0	4.3	3.3
COc1ccc(NC(=O)CCNS(=O)(=O)c2cccc3nsnc23)cc1	-0.1	1.5	-2.3	0.0	-2.4	0.6	12.3	-2.1	2.5
Cc1ccc(S(=O)(=O)N2CC3CCCN3c3ccc(C(F)(F)F)cc32)cc1 (centres undefined)	0.2	2.2	1.6	-6.1	1.1	2.7	-13.4	3.7	-1.8
Cc1ncc(CN2CCN(Cc3ccc(F)cc3)C(CCO)C2)s1 (centres undefined)	0.1	1.3	0.1	-14.6	-0.1	0.5	2.4	2.8	14.4
Cc1ccc2c(c1)N(CCCC(=O)NCc1ccc3c(c1)OCO3)C(=O)CO2	0.0	3.6	-4.8	7.1	1.1	3.6	11.0	-2.6	9.6
CC1(C)OC2OC(COC(=O)c3ccc([N+](=O)[O-])cc3)C3OC(C)(C)OC3C2O1 (centres undefined)	-0.2	-1.0	-3.5	7.3	-1.4	0.6	13.0	-1.7	-2.4
CCCCn1c(=O)c(C(C)=O)c(O)c2ccccc21	-0.1	9.9	3.6	-11.8	2.1	-2.0	-1.1	12.0	1.4
